ASK1 primary = human ASK1 kinase inhibition, primary screen; Q99683; AlphaScreen MKK6 phosphorylation by ASK1, luminescence; inhibition, % at 7.44 µM; 22,000 compounds, 0.99% hits; in the data active = inhibition above about 35%;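 note: 0% = median of compound wells and 100% = no enzyme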
ULK1 inh = inhibitors of human ULK1 kinase | AlphaScreen Atg13 phosphorylation by ULK1, luminescence | inhibition, % at 5.96 µM | 30,000 compounds, 1.9% hits | AID 1259251; in the data active = inhibition above about 43%;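 note: 0% = median of compound wells and 100% = no enzyme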
Target sequence (O75385 whole entry, looked up): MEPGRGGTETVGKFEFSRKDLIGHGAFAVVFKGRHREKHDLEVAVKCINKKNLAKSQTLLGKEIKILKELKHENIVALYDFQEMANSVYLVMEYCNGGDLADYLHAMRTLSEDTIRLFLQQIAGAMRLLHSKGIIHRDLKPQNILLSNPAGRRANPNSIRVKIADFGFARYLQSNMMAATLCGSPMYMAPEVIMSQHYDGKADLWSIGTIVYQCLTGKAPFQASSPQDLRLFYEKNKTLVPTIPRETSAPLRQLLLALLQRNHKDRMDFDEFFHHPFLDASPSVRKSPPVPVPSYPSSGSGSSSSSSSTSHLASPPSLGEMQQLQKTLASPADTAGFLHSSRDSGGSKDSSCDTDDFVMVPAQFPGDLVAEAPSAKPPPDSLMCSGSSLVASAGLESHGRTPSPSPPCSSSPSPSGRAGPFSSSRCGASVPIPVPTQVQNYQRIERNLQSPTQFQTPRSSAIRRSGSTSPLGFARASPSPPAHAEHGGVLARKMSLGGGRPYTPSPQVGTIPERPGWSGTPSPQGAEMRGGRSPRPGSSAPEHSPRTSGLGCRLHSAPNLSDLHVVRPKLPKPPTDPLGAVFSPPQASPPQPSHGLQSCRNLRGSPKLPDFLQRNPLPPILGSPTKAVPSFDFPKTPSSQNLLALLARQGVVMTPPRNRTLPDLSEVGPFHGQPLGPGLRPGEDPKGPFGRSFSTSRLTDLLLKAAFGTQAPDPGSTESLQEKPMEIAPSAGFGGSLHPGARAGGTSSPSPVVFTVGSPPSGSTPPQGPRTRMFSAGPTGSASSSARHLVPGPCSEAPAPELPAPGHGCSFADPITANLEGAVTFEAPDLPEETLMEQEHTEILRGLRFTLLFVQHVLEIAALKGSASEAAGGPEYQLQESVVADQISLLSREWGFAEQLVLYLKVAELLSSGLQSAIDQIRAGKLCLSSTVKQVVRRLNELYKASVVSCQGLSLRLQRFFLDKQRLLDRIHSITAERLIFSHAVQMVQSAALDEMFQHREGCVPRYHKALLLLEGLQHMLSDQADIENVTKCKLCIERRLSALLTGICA
Starred values were filed as active, the others as inactive; nt = not tested or not shown; & = joins results of further samples; ! = not confirmed by another sample.

compound,ASK1 primary,ULK1 inh
O=C(Nc1ccncc1)OC1CCN(C(=O)C(O)c2ccc(Br)cc2F)CC1 (centres undefined),6,-5
CC(=O)Nc1ccc(NC(=O)c2cnc(N3CCN(Cc4ccc5c(c4)OCO5)CC3)s2)cc1,-9,-6
CC(C)(C)c1ncn(-c2ccc(Nc3nccc(-c4cc(F)nc(F)c4)n3)cc2)n1,13,-10
Cc1ncn(-c2ccc(Nc3nccc(-c4ccc(N5CCN(C)CC5)c(C#N)c4)n3)cc2)n1,12,13
COc1cc(Nc2nc(NCc3nc4ccccc4[nH]3)c3ncn(C(C)C)c3n2)cc(OC)c1OC,-10,17
Fc1cc(-c2cn[nH]c2)ccc1NC(=S)C1COc2ccccc2O1 (centres undefined),5,-13
CC(C)n1cnc2c(NCCc3ccc(O)cc3)nc(Nc3nccc4ccccc34)nc21,15,9
COc1cccc(-c2nn(CN3CCOCC3)c(=S)n2-c2ccccc2)c1,nt,6
OC1CCC(Nc2nc(NC3CCN(Cc4ccccc4)CC3)c3ncn(C4CCCCC4)c3n2)CC1 (centres undefined),-17,5
c1ccc2[nH]c(CNc3nc(Nc4ccncn4)nc4c3ncn4-c3ccsc3)nc2c1,6,39

compound,ASK1 primary,ULK1 inh
O=C1CCCN1CCn1cnc2c(Nc3ccc(N4CCOCC4)cc3)nc(NC3CCC(O)CC3)nc21 (centres undefined),12,4
Nc1nc(Nc2ccncn2)cc(NC2CCN(Cc3ccccc3)CC2)n1,0,2
Oc1ccc(CCNc2nc(Nc3ncccn3)nc3c2ncn3-c2ccccc2)cc1,9,-2
O=C(NCCO)c1cc(Nc2ccc(C(F)(F)F)cc2)nc2ccccc12,3,4
CC(=O)Nc1ccc(Nc2nc(-c3ccc(C(=O)N4CCN(C)CC4)cc3)nc3c2ncn3Cc2ccc(C(F)(F)F)cc2)cc1,13,-17
COc1ccc(-c2nc(NCc3cccnc3)c3ncn(C4CCCCC4)c3n2)cn1,4,-3
CC(C)N(CCNC(=O)c1csc(Nc2cccnc2)n1)C(C)C,-7,11
Cc1nc(-c2cncc(-c3cccs3)c2)cc(N(C)Cc2ccccc2)n1,nt,-15
COc1ccc(CCNC(=O)C2CCN(c3ccc(Nc4cc(OC)c(OC)c(OC)c4)nn3)CC2)cc1,11,8
CC(=O)c1cccc(-c2nc(N)c3[nH]cnc3n2)c1,9,4

compound,ASK1 primary,ULK1 inh
O=C1c2ccccc2C(=O)c2c(N=NN3CCOCC3)cccc21,nt,13
FC(F)(F)c1cccc(CNc2ccnc(-c3ccccc3)n2)c1,-3&-27,-22&-11
O=C(NCc1nc2ccccc2[nH]1)c1cccc(Nc2cccnc2)c1,3,5
CN1C=CC=C/C1=C1\SC(=S)N(N)C1=O,nt,5
NC(=O)c1ccc(-c2nc(NCc3cccnc3)c3ncn(Cc4ccc(C(F)(F)F)cc4)c3n2)cc1,-5,-12
Cc1cnc(-c2ccc(N3CCN(C)CC3)cc2)nc1NCCOc1ccccc1,-4,3
NS(=O)(=O)c1cc2c(cc1Cl)NC=NS2(=O)=O,nt,-5
OCC1CCCN1c1nc(NCc2ccccc2)c2ncn(-c3ccsc3)c2n1 (centres undefined),5,-11
Cc1cc(NCCO)nc(-c2ccc(C(=O)NC3CC3)cc2)n1,-6,-1
O=C(Nc1ccc2oc(-c3ccccc3F)cc(=O)c2c1)c1cccs1,nt,-15

compound,ASK1 primary,ULK1 inh
CC(C)n1c(N2CCCC2CO)nc2c(Nc3ccccc3)ncnc21 (centres undefined),-6,3
O=C(NCc1nc2ccccc2[nH]1)c1ccc2nc(Nc3cccnc3)sc2c1,1,-1
OCCCNc1nc2ccccc2n2ccnc12,nt,6
O=C(Nc1c(C(=O)c2ccc(Cl)cc2)oc2ccccc12)c1cccnc1,nt,4
O=C(Cc1cn(-c2ccc(N3CCOCC3)nn2)c2ccccc12)Nc1ccc(Oc2ccccc2)cc1,8,16
CCN(CC)c1nc(NCCc2ccc(OC)cc2)nc(N2CCC(N3CCOCC3)CC2)n1,5,-6
COc1ccc(CCNC(=O)Cc2cn(-c3ccc(Nc4ccccc4)nn3)c3ccccc23)cc1,17,2
C(=N\c1nc2ccccc2[nH]1)/c1nc2ccccc2[nH]1,nt,-2
FC(F)(F)c1ccc(Cn2cnc3c(NCc4cccc(C(F)(F)F)c4)nc(N4CCN(c5ccccn5)CC4)nc32)cc1,22,0
COc1cc(Nc2nc(N3CCN(Cc4ccc5c(c4)OCO5)CC3)nc3c2ncn3C(C)C)cc(OC)c1OC,27,-16

compound,ASK1 primary,ULK1 inh
O=C(COc1cccc2ccc(N3CCCC3)nc12)Nc1ccc(F)cc1,nt,9
COc1ccc(Nc2cc(-c3cncc(-c4ccccc4)c3)nc(C)n2)cc1,nt,-3
COc1ccc(Br)cc1/C=C(\C#N)C(=O)Nc1cc([N+](=O)[O-])ccc1F,nt,10
O=C(NCCCN1CCCC1=O)c1ccc2nc(NCCCN3CCCC3=O)sc2c1,-6,6
CCCNc1cc(NC2CCC(O)CC2)ncn1 (centres undefined),-8,6
O=C(NCCOc1ccccc1)c1ccnc(Nc2ccccc2)c1,0,-11
c1cncc(CNc2ncnc3nc(N4CCOCC4)[nH]c23)c1,1,13
CC(C)[C@@H]1CC[C@@H](C)C[C@H]1O,nt,8
COc1ccc([C@@H]2CC(=O)c3c(O)cc(O[C@@H]4O[C@H](CO[C@@H]5O[C@@H](C)[C@H](O)[C@@H](O)[C@H]5O)[C@@H](O)[C@H](O)[C@H]4O)cc3O2)cc1O,nt,-2
COc1cc(Nc2cc(-c3c(C)nn(C)c3C)nc(N)n2)cc(OC)c1OC,-6,-9

compound,ASK1 primary,ULK1 inh
FC(F)(F)c1cccc(CNc2ccnc(Nc3ccc(N4CCOCC4)cc3)n2)c1,36*!,-3&-15
CC(C)N(CCNc1cc(NCCCN2CCCC2=O)nc(N)n1)C(C)C,-18,-5
Cc1nccn1CC1CCc2c(c3ccccc3n2C)C1=O (centres undefined),nt,2
CC(C)N=c1cc2n(-c3ccc(Cl)cc3)c3ccccc3nc-2cc1Nc1ccc(Cl)cc1,nt,4
NNCC1CCCCC1,nt,-11
COc1ccc2c(c1)CC(C(=O)Nc1ccc(-c3ccncc3)cc1SCCN(C)C)CO2 (centres undefined),-1&3,6&14
COc1ccc(CCNC(=O)c2cnc(N3CCCC3CO)s2)cc1 (centres undefined),-12,0
CC(=O)Nc1ccc(Nc2nc(Nc3ccncc3)nc3c2ncn3-c2ccsc2)cc1,-5,-25
CC(=O)Oc1cccc(-c2nc3ccccc3c(=O)[nH]2)c1,-4,-6
COc1nc(NCc2cccnc2)nc(-c2cccc(N)c2)n1,-2,3

compound,ASK1 primary,ULK1 inh
N#Cc1c(Cl)cccc1NC(=O)c1cccc2ccccc12,-37,-16
O=C(NCc1ccccc1)c1cnc(Nc2nccc3ccccc23)s1,-4,-8
O=[N+]([O-])c1ccccc1-c1cnn(-c2ccc(F)cc2F)c1,nt,-15
CC(C)n1c(-c2ccccc2)nc2c(NCc3ccccc3)ncnc21,-13,-5
CN(Cc1cccc(C(=O)NCCCCCCNS(=O)(=O)c2cccc3c(N(C)C)cccc23)c1)C(=O)Nc1ccc(-c2cn[nH]c2)cc1,-16,13
Cc1cc([N+](=O)[O-])ccc1NC(=O)/C(C#N)=C/c1ccccc1Cl,nt,18
OCCNc1ccnc(Nc2ccccc2)n1,3,4
CC(C)n1cnc2c(NCCOc3ccccc3)nc(Nc3nccc4ccccc34)nc21,-3,-39
O=C(Nc1cnn(-c2cccc(C(=O)Nc3ccc4c(c3)OCO4)c2)c1)Nc1ccccc1Cl,-6,3
c1ccc2c(-c3nc4ncnc(NCCN5CCOCC5)c4[nH]3)csc2c1,-2,-14

Some of these compounds in order of number of heavy atoms, largest number first.
compound,ASK1 primary,ULK1 inh
CC(=O)Nc1ccc(Nc2nc(-c3ccc(C(=O)N4CCN(C)CC4)cc3)nc3c2ncn3Cc2ccc(C(F)(F)F)cc2)cc1,13,-17
O=C(Cc1cn(-c2ccc(N3CCOCC3)nn2)c2ccccc12)Nc1ccc(Oc2ccccc2)cc1,8,16
OC1CCC(Nc2nc(NC3CCN(Cc4ccccc4)CC3)c3ncn(C4CCCCC4)c3n2)CC1 (centres undefined),-17,5
Cc1ncn(-c2ccc(Nc3nccc(-c4ccc(N5CCN(C)CC5)c(C#N)c4)n3)cc2)n1,12,13
CC(C)n1cnc2c(NCCOc3ccccc3)nc(Nc3nccc4ccccc34)nc21,-3,-39
Oc1ccc(CCNc2nc(Nc3ncccn3)nc3c2ncn3-c2ccccc2)cc1,9,-2
COc1ccc(-c2nc(NCc3cccnc3)c3ncn(C4CCCCC4)c3n2)cn1,4,-3
Cc1cnc(-c2ccc(N3CCN(C)CC3)cc2)nc1NCCOc1ccccc1,-4,3
O=C(NCc1nc2ccccc2[nH]1)c1ccc2nc(Nc3cccnc3)sc2c1,1,-1
O=C(Nc1ccncc1)OC1CCN(C(=O)C(O)c2ccc(Br)cc2F)CC1 (centres undefined),6,-5
COc1cccc(-c2nn(CN3CCOCC3)c(=S)n2-c2ccccc2)c1,nt,6
O=C(NCCOc1ccccc1)c1ccnc(Nc2ccccc2)c1,0,-11
FC(F)(F)c1cccc(CNc2ccnc(-c3ccccc3)n2)c1,-3&-27,-22&-11
c1cncc(CNc2ncnc3nc(N4CCOCC4)[nH]c23)c1,1,13
CCCNc1cc(NC2CCC(O)CC2)ncn1 (centres undefined),-8,6
NS(=O)(=O)c1cc2c(cc1Cl)NC=NS2(=O)=O,nt,-5
CN1C=CC=C/C1=C1\SC(=S)N(N)C1=O,nt,5
CC(C)[C@@H]1CC[C@@H](C)C[C@H]1O,nt,8
NNCC1CCCCC1,nt,-11

(more compounds)
compound,ASK1 primary,ULK1 inh
CC(C)N(CCNC(=O)Cc1cn(-c2ccc(Nc3nccc4ccccc34)nn2)c2ccccc12)C(C)C,-4,7
Clc1nc(NCc2nc3ccccc3[nH]2)c2ncn(C3CCCCC3)c2n1,-15,7
c1cncc(CNc2ccnc(Nc3cnccn3)n2)c1,-12,2
O=C(NCCN1CCOCC1)c1ccnc(N2CCCC2CO)c1 (centres undefined),-5,-7
CCCNc1nc(Nc2cccc(N(C)C)c2)nc2nc[nH]c12,21,18
FC(F)(F)c1ccc(Cn2cnc3c(NCc4ccccc4)nc(-c4ccc(N5CCOCC5)nc4)nc32)cc1,45*,2
COc1cccc(OCC(=O)Nc2ccc(-c3cn[nH]c3)cc2N2CCC(N(C)C)CC2)c1,-4,23
COc1ccc(-c2cccc(C(=O)Nc3ccc(NC(C)=O)cc3)n2)cn1,6,-5
Cc1cc(Nc2ccc(N3CCOCC3)cc2)nc(NCCN2CCOCC2)n1,13,5
FC(F)(F)c1cccc(CNc2nc(-c3ccc(N4CCOCC4)nc3)nc3c2ncn3-c2ccsc2)c1,-4,2

compound,ASK1 primary,ULK1 inh
CC(=O)N1CCN(c2ccc(NC(=O)S(=O)(=O)c3ccccc3)cc2)CC1,nt,2
C=CCN1C(=O)C(C)(C)COc2cc(NC(=O)c3ccccc3Br)ccc21,nt,-10
CCCNc1nc(Nc2cccc(N(C)C)c2)ncc1C,9,19
CCCNc1nc(Nc2ccc(N3CCOCC3)cc2)nc2c1ncn2CCN1CCCC1=O,0,8
CC(C)n1c(-c2ccc(C(N)=O)cc2)nc2c(NC3CCN(Cc4ccccc4)CC3)ncnc21,6,-36
O=C(NC[C@@H](O)c1ccccc1)c1cncc(-c2ccc3[nH]ncc3c2)c1,5,12
CN(C)c1cccc(Nc2ccc(-n3cc(CC(=O)NCCN4CCOCC4)c4ccccc43)nn2)c1,14,28
O=C(NC1CC1)c1cc(Nc2ccc(N3CCOCC3)cc2)nc2ccccc12,18,1
OC1CCCN(c2ncn(-c3ccnc(Nc4ccc(N5CCOCC5)cc4)c3)n2)C1 (centres undefined),-5,23
Cn1cc(-c2cc(Nc3ccc(-c4nnn(C)n4)cc3)ncc2Cl)cn1,-24,-8
Cc1ncn(-c2ccc(Nc3nccc(-c4cc(C#N)cc(N5CCCCC5)c4)n3)cc2)n1,-11,-2
O=C(NCCc1ccc(O)cc1)c1cccc(-c2ccccc2)c1,-14,-19

Some of the entries so far, with each value named.
mol: CC(C)n1c(-c2ccc(C(N)=O)cc2)nc2c(NC3CCN(Cc4ccccc4)CC3)ncnc21
  ASK1 primary = 6 | ULK1 inh = -36

mol: CCCNc1nc(Nc2cccc(N(C)C)c2)ncc1C
  ASK1 primary = 9 | ULK1 inh = 19

High-throughput results (PubChem BioAssay)
